PhoP inhibition = PhoP-dependent GFP reporter repression – Salmonella Typhimurium, primary screen (AID 1863) | 300,000 tested, 0.16% active | one-dose inhibition, % at 50 µM; IC50 in µM for titrated hits | S. Typhimurium PhoP-regulated promoter GFP reporter, 4 h; higher % means a stronger effect;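 active = inhibition over 29.93%, a cutoff 3 SD above the screen mean, later confirmed by dose response; inconclusive = inhibition over 29.93% but no dose response follow-up; inactive = inhibition at most 29.93% or unconfirmed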;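 note: 0% = low Mg2+ inducing control and 100% = high Mg2+ repressing control; strong numbers were not always called active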
Myeloid diff 2 = compounds promoting myeloid differentiation | ER-HoxA9 myeloid progenitors, lysozyme-GFP differentiation, flow cytometry | calls only at 10 µM | 360,000 tested, 1% active;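 active = normalized GFP-positive differentiation at or above the plate's own cutoff, the solvent-only control mean plus 3 SD; inconclusive = no clear call, values can overlap the other calls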;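 note: cells exposed to compound for four days before flow analysis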
SIAH1 antagonists = Siah-1 peptide-binding antagonists, primary screen, biochemical, fluorescence polarization, rhodamine-plectin, uHTS (AID 1817) | 290,000 tested, 0.02% active | displacement, % at 20 µM; hits with a dose series show IC50 in µM | Siah-1 / rhodamine-plectin peptide fluorescence polarization; higher % means a stronger effect;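 active = displacement of at least 50% at 20 µM, with a fluorescence ratio check between 0.3 and a set limit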;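 note: plate controls were Siah plus tracer with DMSO for no effect and tracer alone without Siah for full effect; strong numbers were not always called active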
HIV peptide binding = cell-free HIV fusion peptide-binding blockers – biochemical, uHTS, fluorescence dequenching, primary screen (AID 1986); cell-free peptide binding, fluorescence dequenching, 30 min; higher % means a stronger effect; inhibition, % at 20 µM, or IC50 in µM where a hit was titrated; 290,000 tested, 0.3% active; in the data active = inhibition mostly above about 52%, no sharp cut-off; inactive = mostly below about 76%; note: some results filed as inactive read as strong as hits
LYP phosphatase = PTPN22 lymphoid phosphatase activity blockers – biochemical, fluorescence intensity, uHTS (AID 1779); recombinant LYP phosphatase, fluorescence intensity; higher % means a stronger effect; one-dose inhibition, % at 11.5 µM; IC50 in µM for titrated hits; 290,000 tested, 0.054% active;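 note: plate controls were vehicle with enzyme for no effect and no enzyme for full effect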
HEK293 NOD2/NF-kB = inhibition of NOD2-driven NF-kB reporter – cell-based, luminescence, uHTS, HEK293 (AID 1566). HEK293 NOD2/NF-kB luciferase reporter, luminescence; higher % means a stronger effect. inhibition, % at 4 µM, or EC50 in µM where a hit was titrated. 290,000 tested, 0.63% active; note: many of its hits are not listed in these tables
KOR beta-arrestin-1 = kappa opioid receptor activators – cell-based, luminescence, uHTS, primary screen (AID 1777) | KOR beta-arrestin recruitment, luminescence; higher % means a stronger effect | activation, % at 10 µM; hits with a dose series show EC50 in µM | 280,000 tested, 0.02% active; in the data active = activation above about 50%, passing the limit was not always enough; note: a part of the inactive calls stands beside numbers as strong as those of hits
NOD1 inhibition = inhibition of NOD1-driven NF-kB reporter – cell-based, luminescence, uHTS, primary screen (AID 1578) | inhibition, % at 4 µM; hits with a dose series show EC50 in µM | 290,000 tested, 1% active | NOD1-driven NF-kB luciferase reporter cells, luminescence; higher % means a stronger effect; in the data active = inhibition mostly above about 36%, no sharp cut-off; inactive = mostly below about 34%;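 note: HEK-293T reporter cells stimulated with the NOD1 agonist gamma-tri-DAP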
KOR beta-arrestin-2 = KOR antagonists, beta-arrestin recruitment, cell-based, luminescence, uHTS (AID 1778). KOR beta-arrestin recruitment, luminescence, antagonist mode; higher % means a stronger effect. one-dose inhibition, % at 10 µM; IC50 in µM for titrated hits. 290,000 tested, 0.091% active; note: strong numbers were not always called active
Myeloid diff 2 GFP+ MAC1+ % = second read-out of Myeloid diff 2, no call of its own (marks repeat the call); GFP+ MAC1+ double positive, %; measured here: differentiation confirmed by MAC1 staining
An asterisk follows results filed as active; i = inactive; u = inconclusive; x = not tested or not shown; + = active, no number; [ ] = another dose, or the depositor's remark. Cut-off read from the data, not from the text of the source, unless noted: active = inhibition above about 50%; inactive = the rest.

SMILES | PhoP inhibition | Myeloid diff 2 | Myeloid diff 2 GFP+ MAC1+ % | SIAH1 antagonists | HIV peptide binding | LYP phosphatase | HEK293 NOD2/NF-kB | KOR beta-arrestin-1 | NOD1 inhibition | KOR beta-arrestin-2
O=C1C(=O)N(C2CCCC2)C(=O)N1Cc1c(F)cccc1Cl | 3% | i | 0.1 | 8% | -1.3% | -6% | -6% | 0.0% | -16% | -3%
NC1=C(c2ccccc2)C(=O)NC1=O | 9% | i | 0.9 | -2% | -0.5% | -9% | -2% | 8.9% | 6% | -44%
OCC1(Cc2ccc(Cl)cc2)CCN(Cc2ccccc2F)CC1 | 12% | i | 0.7 | -3% | -0.2% | -5% | -6% | 2.3% | -42% | -37%
Cc1ccc(/C=N/NC(=O)Nc2ccccc2)o1 | 4% | i | 0.1 | 2% | 1.3% | -3% | -25% | -1.5% | -31% | 18%
CC1(C)OC(=O)N(CC(=O)Nc2cccc(C(F)(F)F)c2)C1(C)O (stereo not drawn) | -7% | i | 0.4 | -4% | -2.2% | -5% | 6% | -4.9% | -18% | 2%
Cc1ccc(-n2c(CNC(=O)c3cccs3)nnc2SCC(=O)NO)cc1 | -1% | i | 0.0 | 2% | -1.1% | -1% | 6% | -2.2% | -43% | -32%
COc1ccc(OCCCC(=O)NCCc2ccc(OC)c(OC)c2)cc1 | -4% | i | 0.4 | 0% | -1.0% | -2% | -15% | 4.0% | -38% | 3%
COc1ccc(CN(C)C(=O)CNC(=O)Cc2cccc3ccccc23)c(OC)c1OC | -7% | i | 4.8 | -1% | 1.6% | -4% | 11% | 3.4% | -14% | -26%
Cc1cc(C)cc(C(=O)NC2C(=O)N3C(C(=O)O)=C(CSc4nnc(C)s4)CSC23)c1 (stereo not drawn) | 4% | i | 0.4 | 5% | 33% | -5% | 7% | 8.1% | -10% | -22%
COc1cc(SC)ccc1C(=O)NCCOc1ccc(C)c(C)c1 | -9% | i | 0.3 | 4% | 1.1% | 1% | 28% | -3.5% | 18% | 29%
Cc1ccc(-n2nnnc2Sc2nc([N+](=O)[O-])nn2C)cc1 | 1% | + | 4.2* | 5% | 0.0% | 5% | 6% | -3.0% | -26% | 25%
Cc1ccc(NC(=O)c2ccc(Cn3cc([N+](=O)[O-])cn3)cc2)c(C)c1 | -1% | i | 0.2 | 0% | -2.6% | -3% | 4% | 1.3% | -21% | -19%
Cc1ccc(C)c(CSc2nnc([C@@H](N)C(C)C)o2)c1 | 3% | i | 2.4 | -1% | -2.1% | -10% | 2% | -6.7% | -8% | -9%
CS(=O)(=O)N1CCN(c2ccccc2NC(=O)c2cccnc2Cl)CC1 | -13% | i | 1.1 | 0% | -0.4% | -5% | -7% | -4.9% | 5% | 9%
O=C(COC(=O)c1cccc(S(=O)(=O)N2CCc3ccccc32)c1)NCc1ccco1 | -10% | i | 0.5 | 2% | 0.2% | 0% | 14% | -3.5% | -33% | 14%
Cc1c(CCO)sc[n+]1CC(=O)OCCC12CC3CC(CC(C3)C1)C2 | 3% | i | 0.4 | 7% | -1.0% | -5% | 13% | -1.5% | -36% | -2%
O=C(COC(=O)/C=C/c1ccccc1)Nc1ccccc1Br | 1% | i | 0.8 | 4% | 0.8% | -1% | 11% | 3.9% | -4% | 4%
N=C1/C(=C\c2ccc(OC(=O)c3ccc(F)cc3)cc2)C(=O)N=C2SC(N3CCCC3)=NN12 | x | i | 2.0 | 1% | 16% | 2% | 5% | -3.1% | -3% | -46%[20 µM]
CCOC(=O)Cc1csc(SCC(=O)Nc2cccc(C#N)c2)n1 | -8% | i | 0.7 | -4% | -2.1% | -6% | 44% | -1.9% | 25% | -18%
CCOc1ccccc1NC(=O)N1CCC(NC(=O)c2ccccc2C)CC1 | 0% | i | 1.0 | 1% | 0.9% | -5% | -2% | 7.0% | -8% | -29%

Already shown: 8 of the compounds above.
SMILES | PhoP inhibition | Myeloid diff 2 | Myeloid diff 2 GFP+ MAC1+ % | SIAH1 antagonists | HIV peptide binding | LYP phosphatase | HEK293 NOD2/NF-kB | KOR beta-arrestin-1 | NOD1 inhibition | KOR beta-arrestin-2
O=C1C(=O)N(C2CCCC2)C(=O)N1Cc1c(F)cccc1Cl | 3% | i | 0.1 | 8% | -1.3% | -6% | -6% | 0.0% | -16% | -3%
NC1=C(c2ccccc2)C(=O)NC1=O | 9% | i | 0.9 | -2% | -0.5% | -9% | -2% | 8.9% | 6% | -44%
OCC1(Cc2ccc(Cl)cc2)CCN(Cc2ccccc2F)CC1 | 12% | i | 0.7 | -3% | -0.2% | -5% | -6% | 2.3% | -42% | -37%
Cc1ccc(/C=N/NC(=O)Nc2ccccc2)o1 | 4% | i | 0.1 | 2% | 1.3% | -3% | -25% | -1.5% | -31% | 18%
CC1(C)OC(=O)N(CC(=O)Nc2cccc(C(F)(F)F)c2)C1(C)O (stereo not drawn) | -7% | i | 0.4 | -4% | -2.2% | -5% | 6% | -4.9% | -18% | 2%
Cc1ccc(-n2c(CNC(=O)c3cccs3)nnc2SCC(=O)NO)cc1 | -1% | i | 0.0 | 2% | -1.1% | -1% | 6% | -2.2% | -43% | -32%
COc1ccc(OCCCC(=O)NCCc2ccc(OC)c(OC)c2)cc1 | -4% | i | 0.4 | 0% | -1.0% | -2% | -15% | 4.0% | -38% | 3%
COc1ccc(CN(C)C(=O)CNC(=O)Cc2cccc3ccccc23)c(OC)c1OC | -7% | i | 4.8 | -1% | 1.6% | -4% | 11% | 3.4% | -14% | -26%

Continued:
SMILES | PhoP inhibition | Myeloid diff 2 | Myeloid diff 2 GFP+ MAC1+ % | SIAH1 antagonists | HIV peptide binding | LYP phosphatase | HEK293 NOD2/NF-kB | KOR beta-arrestin-1 | NOD1 inhibition | KOR beta-arrestin-2
CSCc1cc(N2CCCC2)nc(-c2ccccc2)n1 | 2% | i | 0.1 | 1% | 0.2% | 2% | 0% | -1.3% | -33% | 5%
Cn1nc(C(C)(C)C)c([N+](=O)[O-])c1C(=O)Nc1cccc2ccccc12 | -10% | i | 0.3 | 4% | 0.7% | 6% | 10% | -1.3% | -6% | 7%
Cc1ccc(NC(=O)c2ccco2)c(NC(=O)c2ccccc2)c1 | 3% | i | 0.7 | 1% | -1.4% | -7% | 4% | 1.9% | -14% | -11%
CCc1ccccc1NC(=O)c1cc(S(=O)(=O)N2CCc3ccccc32)cn1C | x | i | 5.6 | 7% | 0.6% | -9% | 18% | -2.5% | 19% | 1%[20 µM]
CCOC(=O)N1CCN(C(=O)/C(=C/c2cccs2)NC(=O)c2cccs2)CC1 | -9% | i | 0.4 | -5% | -1.0% | -1% | 5% | x | -4% | 15%[20 µM]
CCc1ccc(N(CC(=O)NC2CCCC2)C(=O)CCC(=O)Nc2cc(C)on2)cc1 | 7% | i | 0.6 | -5% | 1.3% | -13% | 8% | -0.3% | -2% | -35%
O=S(=O)(Nc1cccnc1)c1cccs1 | -13% | i | 0.2 | 0% | -1.1% | -11% | 6% | 2.3% | 25% | -41%
O=C1c2ccccc2C(Nc2cccc(C(F)(F)F)c2)N1Cc1ccco1 (stereo not drawn) | 16% | i | 0.5 | 2% | 0.0% | 6% | 21% | -10% | 17% | -11%
CCOC(=O)c1sc2nc(SCC(=O)NCc3ccco3)n(Cc3ccccc3)c(=O)c2c1C | -2% | i | 0.4 | 20% | 1.7% | -3% | 12% | 5.3% | -28% | 7%
CCCSc1ccc(-c2nn(-c3ccccc3)cc2/C=C(/C#N)C(=O)N2CCOCC2)cc1 | -10% | i | 0.3 | 0% | 2.1% | 16% | 0% | 3.8% | -6% | -14%
CC1CCc2c(C(=O)OCC(=O)Nc3cccc(S(=O)(=O)N4CCCCCC4)c3)csc2C1 (stereo not drawn) | -16% | i | 0.2 | 6% | -1.2% | 5% | -26% | -2.0% | 31% | -24%
CCOc1ccc(Br)cc1S(=O)(=O)Nc1ccc(C(=O)Nc2ccc(C)cc2)cc1 | 1% | i | 0.3 | -4% | 0.8% | 0% | 12% | 2.7% | 3% | x
O=C1CSC(=S)N1Cc1cccnc1 | 21% | u | x | -6% | 6.0% | -11% | 14% | 1.9% | 8% | -14%
CC1(c2ccccc2)NC(=O)N(CCN2C(=O)c3ccccc3C2=O)C1=O (stereo not drawn) | 13% | i | 0.7 | 3% | 0.0% | -7% | 7% | 11% | -17% | 2%
Cc1cc(C)c2c(N)c(C(=O)NN3CC(=O)N(c4ccccc4)CC3=O)sc2n1 | -7% | i | 1.1 | -6% | -1.9% | -12% | 4% | 2.0% | 12% | -18%
CCSc1nnc(NC(=O)CSc2sc3c(O)cc(=O)[nH]c3c2C#N)s1 | -4% | x | x | 17% | 47% | 0% | -3% | -4.0% | -7% | -6%
OC1(Cc2cc(-c3ccccc3)no2)CCN(CCCc2ccccc2)CC1 | 0% | i | 0.2 | -5% | 0.1% | -11% | -5% | 2.9% | 8% | -24%[20 µM]
O=C(COc1ccccc1)Nc1ccncc1Cl | 4% | i | 1.1 | -1% | 1.1% | -10% | -4% | -2.6% | 2% | 16%
Cc1cc(S(=O)(=O)N2CCCC2)ccc1OCC(=O)N1CCCCC1 | -2% | i | 1.4 | -2% | 1.2% | -4% | 11% | 3.3% | -10% | 18%
COc1cc(/C=C2/SC(=O)NC2=O)ccc1OCc1ccccc1 | -6% | i | 0.9 | -4% | 43% | 10% | -10% | 0.2% | -38% | -2%[20 µM]
COc1ccc(OC)c(-c2csc(NC(=O)c3ccccc3F)n2)c1 | -4% | i | 0.3 | -2% | 0.5% | 1% | -49% | -2.7% | -12% | -37%[20 µM]
CCCOc1cccc(C(=O)Nc2nnn(CCC)n2)c1 | 10% | i | 1.7 | -1% | -0.7% | -5% | -31% | -13% | -28% | 42%
COc1ccc(/C=C/C(=O)c2ccc(NC(=O)c3cccs3)cc2)cc1OC | 1% | i | 1.3 | 1% | 2.5% | 2% | -31% | -3.6% | 43% | 17%
Cc1onc(-c2ccccc2Cl)c1C(=O)N1CCc2ccccc21 | -10% | i | 2.0 | 0% | -0.9% | 20% | 17% | -5.1% | -16% | 21%
CCc1nnc(NC(=O)CSc2nnc(-c3ccccc3O)n2-c2ccc(C)cc2C)s1 | -11% | i | 0.4 | 1% | 1.9% | 15% | -31% | 8.5% | -20% | -67%
COc1ccc(-n2c(=S)[nH]c3cc(C(=O)O)ccc3c2=O)cc1 | 5% | i | 0.4 | 6% | -3.4% | -2% | 16% | -5.6% | -8% | 16%

The list is partial, so the mix of outcomes need not match the whole.
